Screens from PubChem BioAssay.
PKA-R2B activ: activators of PKA-R2B holoenzyme, primary screen, biochemical, fluorescence polarization, Cy5-IP20, human | cAMP-dependent protein kinase catalytic subunit beta (Homo sapiens) + cAMP-dependent … | PKA-R2B holoenzyme dissociation; R2B truncated from residue 108, S112A mutant; 0% DMSO only, 100% 113 µM cGMP | activation, % at 11.4 µM | 340,000 compounds, 0.079% hits | AID 504700, 2011;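 active means activation above a cutoff set at the mean over all compounds plus 3 SD, cut at about 18% in these data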;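 further: higher means more holoenzyme dissociation and a rise in polarization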
Target sequence (P31323 whole entry, looked up, other chains not shown, the tested form may be a part): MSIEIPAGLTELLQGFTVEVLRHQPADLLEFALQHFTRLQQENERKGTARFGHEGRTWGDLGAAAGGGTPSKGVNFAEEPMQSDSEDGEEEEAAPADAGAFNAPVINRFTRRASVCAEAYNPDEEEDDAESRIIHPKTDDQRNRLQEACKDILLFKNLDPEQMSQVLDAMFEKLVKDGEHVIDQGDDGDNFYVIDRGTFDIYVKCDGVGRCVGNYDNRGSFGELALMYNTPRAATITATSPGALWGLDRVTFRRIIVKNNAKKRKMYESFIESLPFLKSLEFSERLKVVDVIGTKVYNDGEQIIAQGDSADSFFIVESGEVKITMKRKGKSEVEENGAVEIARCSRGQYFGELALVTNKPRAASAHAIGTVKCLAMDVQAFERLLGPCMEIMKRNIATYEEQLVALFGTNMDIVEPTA
Cardiac RTF inh: cardiac RTF calcium sensitivity inhibitors, primary screen, biochemical, IANBD-TnC fluorescence, EC70 calcium; Troponin I, cardiac muscle (Homo sapiens) + Troponin T, cardiac muscle (Homo sapiens) + …; IANBD-labeled cardiac RTF, Ca2+ fluorescence; inhibition, % at 7.15 µM; 340,000 compounds, 0.12% hits; AID 493244, 2011;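 active means inhibition above the mean inhibition of all tested compounds plus 3 SD, cut at about 17% in these data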;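 further: assay run at fixed EC70 calcium of 1.6 mM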
CAL PDZ FP-1: CAL PDZ peptide-binding inhibitors, primary screen, biochemical, fluorescence polarization, Cer-tagged CAL PDZ, HTS; Golgi-associated PDZ and coiled-coil motif-containing protein (Homo sapiens), Q9HD26; purified CAL PDZ, TMR-peptide fluorescence polarization, 1 h; inhibition, % at 20 µM; 330,000 compounds, 0.02% hits; AID 504414, 2011;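 active means highest replicate inhibition of at least 40%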;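 further: plate controls were DMSO neutral control wells for no effect and unlabeled competitor peptide control wells for full effect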
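Control set: unlabelled peptide and DMSO controls / Material: purified CerCALP PDZ construct / Timing: 1 h incubation at room temperature before polarization reading / Doses: 20 µM, one dose / Detection: fluorescence polarization (mP)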
CAL PDZ FP-2: untagged CAL PDZ binding inhibitors, primary screen, biochemical, fluorescence polarization, HTS; AID 602252, 2012; inhibition, % at 24.9 µM; 300,000 compounds, 0.92% hits; Golgi-associated PDZ and coiled-coil motif-containing protein (Homo sapiens), Q9HD26; purified CAL PDZ, TMR-peptide fluorescence polarization, 1 h;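 active means mean inhibition of at least 30% with at least half of replicates also reaching 30%; inconclusive means no clear call, values can overlap the other calls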;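 further: 0% = DMSO neutral control and 100% = excess unlabeled competitor peptide PRC23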
C-LANA FP: inhibitors of KSHV C-LANA binding to DNA, primary screen, biochemical, fluorescence polarization, FAM-LBS DNA, MBP-C-LANA, single point. inhibition, % at 9 µM. 340,000 compounds, 0.078% hits. AID 504423, 2011;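 active means highest replicate inhibition at or above 60% at 9 µM, even if other replicates fall short; inactive means all replicates below 60% inhibition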;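 further: 0% = neutral control wells and 100% = 4 µM acridine orange control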
Keap1-Nrf2 PPI: Keap1-Nrf2 protein-protein interaction inhibitors, primary screen, biochemical, fluorescence polarization, single point | Kelch-like ECH-associated protein 1 (Homo sapiens), Q14145 | Keap1 Kelch-Nrf2 peptide fluorescence polarization, 1536-well | inhibition, % at 9.4 µM | 340,000 compounds, 0.15% hits; in the data active means inhibition above about 12%; inconclusive means no clear call, values can overlap the other calls; inactive means below about 7.3%;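 further: human Keap1 Kelch domain with fluorescein labeled Nrf2 9mer peptide probe; 0% = neutral control wells and 100% = peptide positive control; higher means more block of Keap1 binding to Nrf2 peptide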
Rtt109 Vps75: inhibitors of C. albicans Rtt109/Vps75 HAT, primary screen, biochemical, ThioGlo CoA-SH fluorescence, plate reader. purified Rtt109/Vps75, 4 h. 330,000 compounds, 0.16% hits. AID 540336, 2011. inhibition, % at 34.9 µM. Histone acetyltransferase RTT109 (Candida albicans (strain SC5314 / ATCC MYA-2876)), …;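 active means inhibition of at least 50% in every replicate; inconclusive means best replicate reaches 50% inhibition but some replicates fall short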
SR-BI DiI-HDL act: activators of SR-BI mediated DiI-HDL uptake, primary screen, ldlA[mSR-BI] CHO cells, DiI fluorescence | 3 h; 100 = double the neutral-control signal | activation, % at 12.5 µM | 320,000 compounds, 0.096% hits | AID 504775, 2011;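 active means mean replicate activation of at least 60% and every replicate at or above 60%; inconclusive means mean or all-replicate condition met, but not both; inactive means mean below 60% and not all replicates reaching 60%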;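 further: 0% = median plate neutral-control signal and 100% = twice that signal; values of inactives mirror those of a sister screen read the other way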
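System: LDL receptor-deficient CHO ldlA cells overexpressing murine SR-BI | Timing: 3 h uptake period with compound, 37 °C | Medium: HEPES-buffered (25 mM, pH 7.4) F12 plus 0.5% BSA | Dosing: Single-point compound dose | Signal: Bottom-read fluorescence, 550/595 nm | Read-out: Retained DiI signal reflecting DiI-HDL uptake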
cardiac RTF act: cardiac RTF calcium sensitivity activators, primary screen, biochemical, IANBD-TnC fluorescence, EC20 calcium; Troponin I, cardiac muscle (Homo sapiens) + Troponin T, cardiac muscle (Homo sapiens) + …; IANBD-labeled TnC RTF fluorescence at EC20 calcium; 0% EC20 calcium, 100% full calcium; activation, % at 7.2 µM; 340,000 compounds, 0.24% hits; AID 493008, 2010;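 active means activation above the mean over all tested compounds plus 3 SD, cut at about 30% in these data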;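 further: rise in fluorescence read as greater calcium sensitivity of cardiac thin filaments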
DAGLB inhibitor: DAGLB lipase inhibitors, primary screen, biochemical, fluorescence, HTS. HEK293T DAGLB membrane lysate, EnzChek fluorogenic substrate. inhibition, % at 5.17 µM. 340,000 compounds, 0.059% hits. AID 504411, 2011; in the data active means inhibition above about 34%;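 further: 0% = enzyme with vehicle and 100% = wells lacking enzyme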
Target sequence (Q8NCG7 whole entry, looked up): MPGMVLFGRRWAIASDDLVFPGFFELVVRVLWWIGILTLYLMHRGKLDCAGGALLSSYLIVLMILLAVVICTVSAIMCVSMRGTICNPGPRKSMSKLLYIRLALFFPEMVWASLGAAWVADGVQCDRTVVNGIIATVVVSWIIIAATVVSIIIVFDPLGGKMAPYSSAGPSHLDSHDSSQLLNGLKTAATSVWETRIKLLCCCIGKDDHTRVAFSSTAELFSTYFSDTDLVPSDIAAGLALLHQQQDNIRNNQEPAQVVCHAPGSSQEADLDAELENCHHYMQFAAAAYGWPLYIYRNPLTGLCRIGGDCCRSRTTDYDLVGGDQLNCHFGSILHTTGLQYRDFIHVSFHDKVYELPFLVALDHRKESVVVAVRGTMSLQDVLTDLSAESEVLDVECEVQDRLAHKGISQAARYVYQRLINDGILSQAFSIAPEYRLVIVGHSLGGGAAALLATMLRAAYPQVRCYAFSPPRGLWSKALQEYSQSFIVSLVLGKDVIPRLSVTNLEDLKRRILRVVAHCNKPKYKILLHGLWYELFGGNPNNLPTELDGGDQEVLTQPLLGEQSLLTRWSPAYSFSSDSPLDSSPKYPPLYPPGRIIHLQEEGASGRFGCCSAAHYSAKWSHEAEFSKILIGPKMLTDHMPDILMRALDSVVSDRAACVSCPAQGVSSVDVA
Starred values were filed as active, the others as inactive; u = inconclusive; x = not tested or not shown. Compounds were not picked by outcome. About 1.6% of those tested had a hit in this group.

1: CCCc1cc(=O)[nH]c(SCC(=O)N2CCN(S(=O)(=O)c3ccc(C)cc3C)CC2)n1
2: Cc1c(N=Cc2c(O)n(Cc3ccco3)c(=O)c3ccccc23)c(=O)n(-c2ccccc2)n1C
3: Cc1cccc([C@@H]2[C@@H]3C(=O)N(Cc4ccccc4)C(=O)[C@@H]3[C@]3(C)C(=O)N(c4ccc(Br)cc4)C(=O)N23)c1
4: O=c1nc(SCc2ccc(Cl)cc2)nc(-c2ccccc2)[nH]1
5: CCc1ccc(NC(=O)C(=O)NCC2CCCO2)cc1 (stereo not given)
6: CC(=C\C(=O)O)/C(=C/c1ccco1)C(=O)O
7: CC(=O)Nc1cccc(NC(=O)C(=O)c2cn(CC(=O)N3CCCCC3)c3ccccc23)c1
8: Cc1cc(C)cc(SCc2noc(C(=O)NCC3CCCO3)c2C(=O)O)c1 (stereo not given)
Screen / compound no.	1	2	3	4	5	6	7	8
PKA-R2B activ	-1	-10	-14	-6	-5	-15	8	4
Cardiac RTF inh	-11	-11	-7	0	0	0	-6	-28
CAL PDZ FP-1	0.0	1.9	0.2	-3.1	0.3	-1.8	-4.8	-1.8
CAL PDZ FP-2	1	-3	-2	x	x	-2	-9	-8
C-LANA FP	-1.1	-0.6	-1.8	0.0	-0.4	2.9	5.6	0.2
Keap1-Nrf2 PPI	1	-4	-5	0	-6	-4	u	-1
Rtt109 Vps75	-4	2	8	-5	0	x	-3	-29
SR-BI DiI-HDL act	x	-10	-6	5	3	x	-10	33
cardiac RTF act	3	7	-8	-6	3	1	3	-5
DAGLB inhibitor	-1	0	0	15	1	-1	2	4

9: Cc1ccccc1CN1CCN(Cc2ccc3cccc(F)c3n2)CC1CCO (stereo not given)
10: O=C(O)C1OC(C(=O)O)C(C(=O)O)C1C(=O)O (stereo not given)
11: CCCc1nc2sc3ccccc3c(=O)c2c(=O)n1Cc1ccccc1
12: CCCc1[nH]n(-c2ccc(F)cc2)c(=O)c1C=Nc1ccc(C)cc1
13: CC(NC(=O)C1CC1)c1ccc(-c2ccccc2)cc1 (stereo not given)
14: CSc1ncccc1C(=O)Nc1cccc(S(=O)(=O)N2CCOCC2)c1
15: COc1cc(-c2noc(-c3cccs3)n2)cc(OC)c1OC
16: C=CCC1c2cccc(C(=O)O)c2C(=O)N1c1ccc(F)cc1 (stereo not given)
Screen / compound no.	9	10	11	12	13	14	15	16
PKA-R2B activ	5	-5	-10	10	5	-2	-7	-3
Cardiac RTF inh	-6	-2	-9	9	-9	-8	-6	-2
CAL PDZ FP-1	-0.3	0.7	0.5	-1.5	-0.9	-1.2	-3.0	-0.8
CAL PDZ FP-2	-9	-4	-7	-1	-5	-2	-4	x
C-LANA FP	-0.2	3.4	1.1	1.9	-0.6	1.0	-0.4	0.3
Keap1-Nrf2 PPI	-1	4	-4	-3	-2	-8	-2	0
Rtt109 Vps75	-2	-3	9	1	-7	-9	9	-7
SR-BI DiI-HDL act	19	6	7	-62	1	-6	-57	12
cardiac RTF act	1	-4	-5	-2	3	2	5	-3
DAGLB inhibitor	-3	-4	0	-8	-1	1	-10	1

17: COc1ccc(N2CCN(c3nc4cc(C)ccc4cc3C=O)CC2)cc1
18: O/N=C/c1cccnc1Sc1ccccc1
19: COc1cc(OC)nc(/N=C/N(C)C)n1
20: Cc1ccc(S(=O)(=O)N(C)c2cc(S(=O)(=O)Nc3ccncc3)c(C)cc2C)cc1
21: O=c1cc(CO)oc(C(Nc2cccc(C(F)(F)F)c2)c2ccccn2)c1O (stereo not given)
22: Cc1ccc(NC(=O)COC(=O)/C=C/c2cccs2)cc1
23: O=c1[nH]c(N2CCN(c3ccccc3)CC2)nc2c1CCC2
24: O=C(Cn1cnc2c(OCc3ccccc3)ncnc21)NCCCc1ccccc1
Screen / compound no.	17	18	19	20	21	22	23	24
PKA-R2B activ	-2	-6	-10	-1	5	9	3	1
Cardiac RTF inh	-9	-2	12	-2	-13	-10	-6	6
CAL PDZ FP-1	-1.0	-1.4	-0.2	-3.0	-0.7	-2.7	-2.1	0.2
CAL PDZ FP-2	x	4	-4	-3	-2	1	-1	-2
C-LANA FP	-1.4	-0.9	-1.7	-0.2	-3.4	-0.5	-0.4	-0.1
Keap1-Nrf2 PPI	2	-3	-1	0	-19	-2	-1	-3
Rtt109 Vps75	-5	3	-3	-4	2	-6	0	-7
SR-BI DiI-HDL act	-8	8	13	7	x	17	7	-11
cardiac RTF act	1	-2	-2	-1	4	3	-1	1
DAGLB inhibitor	-5	-5	0	4	-1	-6	0	-1

25: CCN(C(=O)COC(=O)CC(C)c1ccccc1)c1c(N)n(Cc2ccccc2)c(=O)[nH]c1=O (stereo not given)
26: CC(/C=C/c1ccccc1)=N\NC(=O)c1ccc2c(c1)OCCO2
27: Cn1cnc2nc[nH]c2c1=S
28: Cc1ccccc1-n1c(SCC(=O)N/N=C/C=C/c2ccccc2[N+](=O)[O-])nc2ccccc2c1=O
29: O=C(Cn1c(-c2ccccc2)noc1=O)NCc1ccccc1
30: CN(C)C=NC(=O)c1[nH]c2ccc(Cl)cc2c1-c1ccccc1
31: CSc1ccccc1OCc1cc(C(=O)N2CCSCC2)no1
32: O=C(Nc1ccnn1C1CCN(C/C=C/c2ccccc2)CC1)c1ccccc1
Screen / compound no.	25	26	27	28	29	30	31	32
PKA-R2B activ	-2	-7	3	21*	-5	-14	-6	0
Cardiac RTF inh	3	1	-2	-2	-11	-2	2	-5
CAL PDZ FP-1	-0.3	-1.2	-0.3	-0.1	0.2	-0.6	-0.6	-0.9
CAL PDZ FP-2	-1	-3	-21	-5	-4	-1	3	-9
C-LANA FP	-0.8	-2.9	2.4	0.2	-0.8	-2.1	-0.2	0.9
Keap1-Nrf2 PPI	-4	-4	2	2	5	-1	0	1
Rtt109 Vps75	3	3	-9	-4	-5	-1	0	4
SR-BI DiI-HDL act	-20	1	20	-79	4	-10	-21	6
cardiac RTF act	-7	2	5	1	-6	-4	-2	-5
DAGLB inhibitor	-2	0	-1	3	0	0	0	4

33: Cc1cnc(C(=O)OCC(=O)Nc2cccc(C)c2C)cn1
34: COc1ccc(N2CCN(CC(=O)Nc3nc4c(s3)CC(C)CC4)CC2)cc1 (stereo not given)
35: Cc1cccc(N=C2NC(=O)/C(=C/c3cccn3C)S2)c1
36: COc1ccc(S(=O)(=O)N(Cc2cccnc2)Cc2cc3ccccc3[nH]c2=O)cc1
37: O=C(NC1CCCC1)[C@@H]1CSC2c3ccccc3C(=O)N21 (stereo not given in full)
38: CCOC(=O)C1=C(C)NC(SCC(=O)O)=C(C#N)C1c1ccco1 (stereo not given)
39: CC1CCCCC12NC(=O)N(CC(=O)NCCc1c[nH]c3ccccc13)C2=O (stereo not given)
40: Cc1noc(C)c1S(=O)(=O)N(C)C[C@H]1Oc2ccc(NC(=O)C3CC3)cc2C(=O)N([C@H](C)CO)C[C@@H]1C
Screen / compound no.	33	34	35	36	37	38	39	40
PKA-R2B activ	-4	6	3	5	-14	3	6	6
Cardiac RTF inh	0	-23	-3	-9	-1	0	1	-4
CAL PDZ FP-1	1.4	-0.3	-0.7	-1.5	-1.7	0.1	-0.1	-0.2
CAL PDZ FP-2	-2	-5	0	6	0	-4	-1	-2
C-LANA FP	-2.3	0.6	1.2	-1.1	7.2	0.0	-1.6	2.6
Keap1-Nrf2 PPI	2	0	1	-4	-2	-1	-1	-1
Rtt109 Vps75	10	-3	6	-5	-6	2	-6	7
SR-BI DiI-HDL act	16	-17	3	24	15	4	11	25
cardiac RTF act	-6	2	5	1	4	-1	-1	8
DAGLB inhibitor	-2	-4	2	0	-4	-1	1	1

41: COCCN(CCOC)S(=O)(=O)c1ccc(C(=O)Nc2c(C)n(C)n(-c3ccccc3)c2=O)cc1
42: CSc1ccccc1C(=O)C1CCCN(C(=O)NC(C)C)C1 (stereo not given)
43: O=C(Nc1ccc(N2CCOCC2)c(Cl)c1)c1ccc(-n2cnnc2)cc1Cl
44: NC(=O)C1CCN(C(=O)c2ccc(NS(=O)(=O)c3ccc(F)c(F)c3)cc2)CC1
45: C=C1CCC2[C@](C)(CO[C@@H]3O[C@H](CO)[C@@H](O)[C@H](O)[C@H]3O)CCC[C@@]2(C)[C@@H]1CCC1=CCOC1=O (stereo not given in full)
46: CC(C)CN(C(=O)COC(=O)COc1ccc2c(c1)CCC2)c1c(N)n(Cc2ccccc2)c(=O)[nH]c1=O
47: O=C(CSc1ccc(Br)cc1)Nc1ccccc1N1CCOCC1
Screen / compound no.	41	42	43	44	45	46	47
PKA-R2B activ	-4	6	-3	11	9	3	0
Cardiac RTF inh	-1	-6	-8	-1	-3	-31	-5
CAL PDZ FP-1	0.9	-0.9	-1.7	-1.5	0.1	-1.9	-0.9
CAL PDZ FP-2	-3	1	0	-4	1	-2	29
C-LANA FP	0.5	1.1	-0.5	0.0	1.1	-1.1	3.4
Keap1-Nrf2 PPI	-1	-2	-2	2	-1	-2	-4
Rtt109 Vps75	-8	-1	0	5	-1	1	8
SR-BI DiI-HDL act	6	x	12	-8	13	-22	-12
cardiac RTF act	-3	3	1	-1	-3	-14	-4
DAGLB inhibitor	0	-1	1	1	1	2	-1
